# Screens deposited in PubChem BioAssay by National Center for Advancing Translational Sciences (NCATS).
# TDP43 rescue = qHTS of TDP-43 Inhibitors. TDP-43 expressing yeast growth rescue, BacTiter-Glo, 24 h. Potency, µM (titrated, usually from 46.1 µM), without a hit: top-dose growth rescue (activation), most hits filed as activators. hit rate 1.8% among 410,000. AID 652104, 2013; note: % of control where 0% means no effect; nearly all actives have a fitted effect of over 50% in size
#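 Galactose-induced TDP-43 yeast, OD600=0.02, compound pinned; 24 hr, 30 deg C; BacTiter-Glo luminescence for growth. Inhibitors of TDP-43 toxicity read as activators.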
# HEK293 tox = qHTS of GLP-1 Receptor Inverse Agonists: Cytotox Screen; Potency, µM (top dose mostly 38.3 µM), for inactives: top-dose activity change, negative = inhibition, usual class: inhibitors; hit rate 0.13% among 410,000; HEK293 cAMP-luciferase reporter cells, luminescence, 24 h; AID 624418, 2012;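 note: loss of luciferase light is scored as toxicity; % is set by controls: 0 for no effect and ±100 for the full control effect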
#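 Here, cytotoxicity is scored as loss of luminescence. The MLSMR collection was tested on cells seeded in medium containing 10% Nu serum, with a 24 hr compound exposure preceded by 12 hours of culture.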
# HT1080 IDH1KD tx = qHTS for induction of synthetic lethality in tumor cells producing 2HG: qHTS for the HT-1080-IDH1KD cell line; hit rate 2% among 360,000; HT-1080 IDH1 knockdown viability, ATP luminescence, 48 h; Potency, µM (highest dose often 46.1 µM), for inactives: top-dose activity, negative = toxicity, actives largely listed as cytotoxic; AID 686971, 2013;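 note: 0% = DMSO wells and -100% = cell-free medium wells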
#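 Cytotoxicity counter-line: IDH1KD HT-1080, 48 h, CellTiter-Glo. Curves classed by r2, magnitude and activity.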
# SW480 rerep = A quantitative high throughput screen for small molecules that induce DNA re-replication in SW480 colon adenocarcinoma cells; SW480 DNA re-replication, Hoechst DNA content imaging, 48 h; Potency, µM (titrated, usually from 46.1 µM), for inactives: at the top dose re-replication activation, usual class: activators; hit rate 1.8% among 340,000; note: % of control where 0% means no effect; nearly all actives have a fitted effect of over 55% in size
#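 Readout is total intensity of Hoechst-stained nuclei, excited at 405 nm and collected at 500-530 nm. Compound treatment lasted 48 hr at 37 C in 5% CO2 before staining.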
# KB-3-1 cytotox = qHTS assay for MDR1-selective chemotherapeutics: Primary screen using the parental adenocarcinoma cell KB-3-1 | KB-3-1 viability, CellTiter-Glo ATP luminescence, 72 h | Potency, µM (highest dose often 46.1 µM), inactives show at the highest dose activity change, negative = cytotoxic, actives largely listed as cytotoxic | hit rate 1.4% among 400,000 | AID 1347075, 2019; note: % is set by controls: 0 for no effect and ±100 for the full control effect; nearly all actives have a fitted effect of over 60% in size
#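 Screening of KB-3-1 cells (DMEM, 10% FBS, phenol-red free) ran from lowest to highest compound concentration; after 72 h at 37 °C viability was read luminescently and curves fitted.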
# GLP-1R inv ag = qHTS of GLP-1 Receptor Inverse Agonists (Inhibition Mode); AID 624417, 2012; Glucagon-like peptide 1 receptor (Homo sapiens), P43220; Potency, µM (top dose mostly 38.3 µM), for the others: top-dose activity change, negative = inhibition, most hits filed as inhibitors; hit rate 1.6% among 410,000; HEK293 GLP-1R CRE-luciferase, luminescence, 24 h; GLP-1R form is constitutively active; note: % is set by controls: 0 for no effect and ±100 for the full control effect; nearly all actives have a fitted effect of over 55% in size
# Target sequence (P43220 whole entry, looked up): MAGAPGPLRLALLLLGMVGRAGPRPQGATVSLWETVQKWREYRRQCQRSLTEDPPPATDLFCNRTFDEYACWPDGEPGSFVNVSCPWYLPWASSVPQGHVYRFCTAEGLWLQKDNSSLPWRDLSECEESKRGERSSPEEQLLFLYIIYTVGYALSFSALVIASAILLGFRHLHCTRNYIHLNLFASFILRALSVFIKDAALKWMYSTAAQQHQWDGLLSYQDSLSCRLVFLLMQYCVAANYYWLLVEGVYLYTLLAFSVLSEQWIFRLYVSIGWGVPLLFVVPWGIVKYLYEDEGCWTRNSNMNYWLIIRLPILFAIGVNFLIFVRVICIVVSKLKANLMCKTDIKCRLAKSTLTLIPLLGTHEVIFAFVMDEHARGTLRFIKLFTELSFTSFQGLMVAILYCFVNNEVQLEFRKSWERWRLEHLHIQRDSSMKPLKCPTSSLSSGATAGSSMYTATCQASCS
#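 Seeding at 200 cells/uL, 12 h culture, 24 hr compound treatment, then luciferase reagent and a luminescence read; cells are HEK293 stably expressing a constitutively active GLP-1R plus cAMP-responsive luciferase.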
# KB-V1 cytotox = qHTS assay for MDR1-selective chemotherapeutics: Primary screen using the drug-selected MDR subline cells KB-V1. KB-V1 MDR cells viability, CellTiter-Glo, 72 h. Potency, µM (series often up to 46.1 µM), for inactives: at the top dose activity change, negative = cytotoxicity, usual class: cytotoxic. hit rate 3.4% among 400,000. AID 1347076, 2019; note: % is set by controls: 0 for no effect and ±100 for the full control effect; nearly all actives have a fitted effect of over 60% in size
#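 In this primary screen, KB-V1 cells overexpressing P-gp are incubated with library compounds (lowest to highest concentration) for 72 h at 37 degrees C before a luminescent ATP viability read.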
# HT1080NT lethal = qHTS for induction of synthetic lethality in tumor cells producing 2HG: qHTS for the HT-1080-NT fibrosarcoma cell line; HT-1080-NT fibrosarcoma viability, CellTiter-Glo ATP luminescence, 48 h; AID 686970, 2013; Potency, µM (series often up to 46.1 µM), inactives show at the highest dose activity, negative = less viability, hits mostly cytotoxic; hit rate 1.6% among 360,000;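 note: NT is the 2HG producing partner of a matched IDH1 knockdown line; 0% = DMSO-treated cells and -100% = media-only wells without cells; nearly all actives have a fitted effect of over 55% in size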
#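 HT-1080-NT; 750 cells/well; 5% FBS RPMI; 48 h compound, 37 degrees C; CellTiter-Glo luminescence; curve fitting and curve-class assignment.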
# GLP-1R agonist = qHTS of GLP-1 Receptor Agonists | Potency, µM (top dose mostly 45.6 µM), inactives show top-dose activation, hits mostly activators | HEK293 GLP-1R CRE-luciferase, luminescence, 4-6 h; cells express a hypersensitive GLP-1R form | Glucagon-like peptide 1 receptor (Homo sapiens), P43220 | hit rate 0.007% among 380,000; note: % of control where 0% means no effect
# Active calls of the source: *; ? = inconclusive; / = not tested or not shown; & = joins results of further samples; [ ] = dose if it differs, or a comment. Calls come from the whole dose curve; as a rule, active = well fitted curve in the direction sought with a large enough effect; inconclusive = small, poorly fitted or top-dose-only effect, or another doubt; inactive = no such curve, though single readings can be large; an effect the other way counts as inactive or inconclusive. Potency is the fitted concentration of half-maximal effect. This is a subset; rates above refer to the full screens.
# Values run as follows: TDP43 rescue, HEK293 tox, HT1080 IDH1KD tx, SW480 rerep, KB-3-1 cytotox, GLP-1R inv ag, KB-V1 cytotox, HT1080NT lethal, GLP-1R agonist
> O=C(N/N=C/c1c(O)n(C2CC2)c(=S)[nH]c1=O)c1ccccc1Cl
    7%, 9%, 3%, -6%, 5%, 8%, 0%, 2%, 5%
> Cc1cc(C)cc(OCC(O)CN2CCC(CN3C(=O)c4cccc5cccc(c45)C3=O)CC2)c1 (stereo unspecified)
    -4%, ?, 18µM*, 17%, ?, ?, 5.8µM*, 18µM*, -2%
> COc1cc(/C=C2\C(=O)NC(=O)N(c3ccc(C)cc3)C2=O)cc(OC)c1O
    -7%, -2%, 3%, 7%, -5%, 13%, 8%, 15%, -4%
> COC(=O)C1=C(C)OC(N)=C(C#N)C12C(=O)Nc1ccccc12 (stereo unspecified)
    -1%, 14%, 1%, -7%, -5%, 12%, -4%, 0%, -2%
> COc1ccc(N2C(=O)C(Cl)=C(Oc3cccc(OC)c3)C2=O)cc1
    ?, ?, 21µM*, 15%, -29%, ?, -1%, 18µM*, 4%
> Cc1cc(/C=C2\C(=O)NC(=O)N(Cc3ccccc3Cl)C2=O)c(C)n1-c1ccc(C(=O)O)cc1
    -13%, -1%, 8%, -6%, 1%, 9%, -3%, 3%, -1%
> CCCCn1nnnc1C(C1CC1)N1CCC2(CC1)C(=O)NCN2c1ccccc1 (stereo unspecified)
    8%, 2%, -15%, /, 0%, 9%, 13%, -14%, -6%
> CCn1c(C)c(C(=O)O)c2cc(OC)ccc21
    9%, -8%, 10%, 0%, 5%, 5%, -3%, 8%, 5%
> CCOc1cc2c(cc1OCC)-n1cccc1C(c1c(O)cccc1OC)NC2 (stereo unspecified)
    -16%, -4%, 21µM*, ?, ?, ?, ?, 21µM*, 30%
> COC(=O)C1=C(c2ccc3ccccc3c2)C[C@@H]2CC[C@H]1N2C(=O)NC(C)C
    9%, 4%, 5%, 3%, 12%, -21%, -8%, 0%, -1%
> COC(=O)C1=C(c2cccc(OCc3ccccc3)c2)C[C@@H]2CC[C@H]1N2C(=O)NCCCc1ccccc1
    20%, 5%, -9%, 1%, ?, -12%, ?, -9%, 2%
> CC(C)CN1CCN(Cc2ccc(C(F)(F)F)cc2)CC1CCO (stereo unspecified)
    -18%, -4%, 3%, 1%, 10%, ?, -2%, 1%, 7%
> COc1ccccc1-n1c(O)c(C=NC2CC2)c(=O)[nH]c1=O
    3%, 4%, -11%, -20%, -8%, 5%, 13%, -7%, -8%
> C=CCc1ccc(OC)cc1
    -7%, -5%, -3%, -1%, 0%, 15%, 0%, 6%, -3%
> CC1CCCCN1CC(O)c1c[nH]c2ccccc12 (stereo unspecified)
    -1%, 3%, 5%, 0%, 14%, 20%, 21%, 8%, 0%

# Continued (two carried over from the part before).
# Values run as follows: TDP43 rescue, HEK293 tox, HT1080 IDH1KD tx, SW480 rerep, KB-3-1 cytotox, GLP-1R inv ag, KB-V1 cytotox, HT1080NT lethal, GLP-1R agonist
> C=CCc1ccc(OC)cc1
    -7%, -5%, -3%, -1%, 0%, 15%, 0%, 6%, -3%
> CC1CCCCN1CC(O)c1c[nH]c2ccccc12 (stereo unspecified)
    -1%, 3%, 5%, 0%, 14%, 20%, 21%, 8%, 0%
> Cn1c(=O)oc2cc(S(=O)(=O)NCCC(=O)NCCc3ccc(Cl)cc3)ccc21
    0%, -27%, -18%, 7%, 16µM*, 5%, -8%, ?, -5%
> C/C(=N\NC(=O)c1ccccc1)c1c(O)n(Cc2ccccc2)c(=O)[nH]c1=O
    8%, -5%, -7%, -19%, 8%, 23%, 3%, -9%, -1%
> O=C(COc1ccc2ccccc2c1)N1CCN(C2CCN(Cc3ccccc3)CC2)CC1
    -18%, ?, -2%, 10%, -23%, ?, -17%, -23%, -10%
> O=C(c1cccc(Cl)c1)C1CCCN(Cc2ccon2)C1 (stereo unspecified)
    0%, 0%, -4%, -11%, -4%, -8%, -23%, 2%, -2%
> COc1cccc(-n2c(/C=C/c3ccccn3)nc3ccccc3c2=O)c1
    -5%, -9%, 3%, ?, ?, 17%, ?, 4%, 2%
> CN1C2CCC1C(C(=O)O)C(OC(=O)c1ccccc1)C2 (stereo unspecified)
    15%, 3%, 11%, -79%&4%[inhibitor], 0%, 11%, 4%, 23%, 1%
> Cc1cc(=O)oc2cc(OCC(=O)N3CCN(C(C)c4ccccc4)CC3)c(Cl)cc12 (stereo unspecified)
    3%, 24%, -12%, -3%, -9%, -19%, -30%, -14%, 7%
> Cn1cc(C(=O)OCC(=O)N2CCCC2)c2ccccc21
    7%, -20%, 7%, -1%, -1%, -12%, 23µM*, 7%, 29%
> COc1ccc(NC(=O)c2cn(CCC#N)nc2-c2cccc([N+](=O)[O-])c2)cc1
    11%, -9%, 1%, -7%, -2%, 18%, 22%, -21%, 13%
> CCOc1ccc(NC(=S)NCCCc2ccccc2)cc1
    ?, ?, 1%, -5%, 2%, -1%, -25%, 0%, 15%
> CC(=O)c1c(C)n(CC2CCCO2)c2ccc(O)cc12 (stereo unspecified)
    -8%, -4%, 3%[9.24 µM], ?, 0%, -9%, -4%, 1%, -3%
> COc1cccc(OC)c1C(=O)NC(=S)N1CCN(c2ccc(C(F)(F)F)cc2[N+](=O)[O-])CC1
    -21%, ?, -24%, 0%, -23%, ?, ?, -15%, -10%
> COc1ccc(S(=O)(=O)N2Cc3cnnn3-c3ccccc3C2C#N)cc1 (stereo unspecified)
    9%, 1%, 11%, 11%[9.22 µM], -3%, 4%, 15%, 4%, 2%
> C[C@@H]1CN([C@@H](C)CO)S(=O)(=O)c2ccc(Br)cc2O[C@H]1CN(C)C(=O)Nc1ccc(C(F)(F)F)cc1
    20%, -8%, ?, /, ?, 7.9µM*, -3%, ?, 0%
> O=c1c2ccccc2nc(/C=C/c2cccc3ccccc23)n1-c1ccccc1Cl
    21%, -6%, /, /, ?, -34%, ?, /, /

# 4 structures out of the list, arranged by heavy-atom count, low to high.
# Values run as follows: TDP43 rescue, HEK293 tox, HT1080 IDH1KD tx, SW480 rerep, KB-3-1 cytotox, GLP-1R inv ag, KB-V1 cytotox, HT1080NT lethal, GLP-1R agonist
> C=CCc1ccc(OC)cc1
    -7%, -5%, -3%, -1%, 0%, 15%, 0%, 6%, -3%
> CC1CCCCN1CC(O)c1c[nH]c2ccccc12 (stereo unspecified)
    -1%, 3%, 5%, 0%, 14%, 20%, 21%, 8%, 0%
> Cn1c(=O)oc2cc(S(=O)(=O)NCCC(=O)NCCc3ccc(Cl)cc3)ccc21
    0%, -27%, -18%, 7%, 16µM*, 5%, -8%, ?, -5%
> Cc1cc(=O)oc2cc(OCC(=O)N3CCN(C(C)c4ccccc4)CC3)c(Cl)cc12 (stereo unspecified)
    3%, 24%, -12%, -3%, -9%, -19%, -30%, -14%, 7%

# Following part.
# Values run as follows: TDP43 rescue, HEK293 tox, HT1080 IDH1KD tx, SW480 rerep, KB-3-1 cytotox, GLP-1R inv ag, KB-V1 cytotox, HT1080NT lethal, GLP-1R agonist
> COc1ccc(-c2c(C(C)=O)c(C)nc3sc4c(=N)n(N)cnc4c23)cc1
    11%, 78%[activator], -4%, ?, ?, 28%, 18µM*, -14%, ?
> CCOC(=O)N(C)c1ccc(C(O)(C(=O)OC)C(F)(F)F)cc1 (stereo unspecified)
    5%, 8%, 16%, -8%, 13%, 15%, 3%, 15%, -4%
> Cc1sc2ccccc2c1CC1=NCCN1
    19%, 17%, -22%, 2%&1%, ?, 4%, 0%, -22%, -6%&-1%
> NC1=C([N+](=O)[O-])C(c2ccc3c(c2)OCO3)c2c(c3ccccc3oc2=O)O1 (stereo unspecified)
    0%, 2%, 2%, 3%, -2%, -9%, 7%, -5%, 0%
> CN(C)CCNC(=O)c1cccn(Cc2cccc(C(F)(F)F)c2)c1=O
    -4%, 5%, 0%, 16%, 14%, -2%, 0%, 8%, 5%
> C[C@H](NC(=O)N1C[C@H]2C[C@@H](C1)c1cccc(=O)n1C2)C(=O)Nc1cccc(F)c1
    23%, 1%, 11%, -18%, 0%, -4%, 15%, 8%, ?
> Cc1ccc(C)c(NC(=O)CCNC(=O)N2C[C@H]3C[C@@H](C2)c2cccc(=O)n2C3)c1
    13%, -8%, 5%, -1%, 0%, 2%, 15%, 1%, -5%
> COc1ccc(C[C@H]2NC[C@H](O)[C@H]2OC(C)=O)cc1
    ?, -51%, 0.16µM*, 3%[1.84 µM], 0.33µM*, -92%, 0.41µM*, 0.046µM*, -17%
> Cn1c(O)c(C(=Nc2ccc(F)cc2)c2ccccc2)c(=O)n(C)c1=O
    -25%, 1%, 2%, 12%, -2%, 2%, -18%, -1%, 1%
> CCc1cc(=O)oc2cc(OCC(=O)N3C[C@H]4C[C@@H](C3)c3cccc(=O)n3C4)ccc12
    18%, -5%, 9%, -4%, 0%, 0%, ?, 5%, 0%
